EP2 modulator: EP2 receptor modulators, cAMP readout, primary screen, cell-based, HTRF cAMP, PGE2 stimulation. induction, % at 25 µM. EP2-expressing cells, cAMP HTRF FRET, PGE2 co-stimulation. Prostaglandin E2 receptor EP2 subtype (Homo sapiens), P43116. 0.83% of 260,000 active. AID 940, 2007;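 active = compounds whose cAMP rise, as percent of the full-agonist control response, exceeds 60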;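 also: rat C6 glioma line stably carrying human EP2 under a CMV promoter; the protocol text gives 20 µM as final concentration; 100% = response of wells given 1 µM PGE2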
Target sequence (P43116 whole entry, looked up): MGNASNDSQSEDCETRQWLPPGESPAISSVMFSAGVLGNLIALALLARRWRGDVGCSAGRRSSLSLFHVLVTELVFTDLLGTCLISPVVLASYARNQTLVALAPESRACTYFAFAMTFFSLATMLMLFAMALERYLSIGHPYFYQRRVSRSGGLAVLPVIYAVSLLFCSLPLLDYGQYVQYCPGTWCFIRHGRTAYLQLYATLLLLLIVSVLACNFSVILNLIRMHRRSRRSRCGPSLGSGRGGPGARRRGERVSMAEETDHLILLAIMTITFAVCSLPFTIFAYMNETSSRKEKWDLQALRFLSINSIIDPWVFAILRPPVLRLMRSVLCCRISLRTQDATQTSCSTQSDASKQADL
EP2 antag: human EP2 receptor antagonists, primary screen, TR-FRET cAMP, C6 glioma cells; AID 1422, 2008; 0.52% of 260,000 active; Prostaglandin E2 receptor EP2 subtype (Homo sapiens), P43116; inhibition, % at 25 µM; C6 glioma cells expressing human EP2; cells stimulated with saturating PGE2;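 active = percent inhibition above 40 after rounding to a whole number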;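 also: rat C6 glioma host cells with rolipram phosphodiesterase inhibitor present; the protocol text gives 20 µM as final concentration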
Numbers without * were called inactive. Some of the compounds tested. The share of hits here may be higher or lower than overall.

SMILES	EP2 modulator	EP2 antag
C#CCOc1ccc(CN2CCc3c(nc(N4CC(C)OC(C)C4)[nH]c3=O)C2)cc1OC (centres undefined)	-7	9
CC[n+]1c(/C=C2\C=Cc3ccc(C)cc3N2CCCS(=O)(=O)[O-])ccc2cc(C)ccc21	-53	8
CC[C@@H](N)Cn1nnn(-c2ccccc2)c1=O	-56	7
CCC(c1nnnn1CCOC)N1CCC(C(N)=O)CC1 (centres undefined)	0	15
COCCSc1nnc(-c2ccncc2)n1-c1ccccc1	-5	10
O=C(COC(=O)c1ccccn1)Nc1ccc(F)cc1	4	5
Cc1ccc(N(CC(=O)N2CCCCC2)S(C)(=O)=O)cc1Cl	-23	10
COCCN1CCN(c2c(C)c(C)nc3c(-c4cccs4)c(C)nn23)CC1	-30	4
Cc1ccc(O)c(CN[C@@H]2CCC(=O)N[C@H]2c2cc(F)cc(F)c2)c1	1	6
CC1=CCc2c(cc3oc(C)cc(=O)c3c2O)OC1	52	4
CCOc1ccc(C(=O)Nc2ccc(S(=O)(=O)Nc3ncccn3)cc2)cc1OCC	12	10
Nc1nnc(CC(=O)N2CCOCC2)s1	-4	12
CC(C)(C)CNCCO	8	11
CCC(NC(=O)Cn1ccnc1-c1ccccc1)c1ccc(F)cc1 (centres undefined)	-2	3
CCn1c(NCc2ccccc2)nc2ccccc21	5	8
Cc1ccccc1-c1noc(C(C)NC(=O)c2cc3cccc(C)c3nc2C)n1 (centres undefined)	-96	9
N#Cc1c(NC(=O)COC(=O)c2ccc(Cl)cc2)sc2c1CCC2	-19	9
Cn1c(=O)sc2cc(S(=O)(=O)NC3CCN(Cc4ccccc4)CC3)ccc21	-36	5
C=CCNC(=O)CSc1nc2c(C)ccc(C)c2cc1C#N	27	11
CCc1ccccc1NC(=O)CSc1nc2ccc(OC)cc2cc1C	70*	22
O=c1[nH]c2cc3c(cc2cc1C(c1nnnn1C1CCCCC1)N1CCOCC1)OCCO3 (centres undefined)	0	8
O=C(NC1CCCCC1)NC1CCN(Cc2nnnn2Cc2ccc3c(c2)OCO3)CC1	-1	11
CS(=O)(=O)N1CCN(c2ncnc3c(-c4ccc(Cl)cc4)nsc23)CC1	-36	13
Cc1ccnc(NS(=O)(=O)c2ccc(NC(=O)c3cc(Cl)ccc3Cl)cc2)n1	-45	10
CCCn1c(=O)c(C(=O)Nc2ccccc2F)c(O)c2ccccc21	9	17
C=CCOc1ccccc1NC(=O)c1cccc(-n2cnnc2)c1	-10	8
CCOc1ccc2cc(C#N)c(SCC(N)=O)nc2c1	41	18
CN1CCN(C2Cc3ccccc3Sc3ccc(Cl)cc32)CC1 (centres undefined)	-3	16
O=C(COc1ccc(CN2CCN(C3CCCCC3)C(=O)C2)cc1)N1CCCC1	13	9
COc1ccc(NC(=O)c2ccco2)cc1NC(=O)COc1cc(C)cc(C)c1	9	3
COc1cccc(-n2c(SCC(=O)Nc3ccc(C)cc3C)nnc2-c2cccnc2)c1	-29	4
Cc1nn(CCC(=O)NC(C)c2ccc3c(c2)CCC3)c(C)c1C (centres undefined)	-5	4
CC1(C)CC(N(Cc2cnn(C3CCCCC3)c2)Cc2ccccn2)CC(C)(C)N1	-12	8
COc1ccc(CN(Cc2cc3cc(C)ccc3[nH]c2=O)C(c2nnnn2C(C)(C)C)C(C)C)cc1 (centres undefined)	44	6
Cc1ccnc(SCCCn2c(N3CCCCCC3)nc3c2c(=O)[nH]c(=O)n3C)n1	-11	8
CCc1[nH]c2ccc(C(=O)NCC(C)n3nc(C)nc3C)cc2c1C (centres undefined)	-44	7
Cc1cc2c(cc3c(=O)n(CC(=O)NCCc4ccccc4Cl)nc(C)n32)o1	-31	7
CCOc1cccc(NC(=O)C(Cc2cccc(OC)c2OC)c2nn[nH]n2)c1 (centres undefined)	0	6
O=c1c2c([nH]c3ccccc13)CCC2	-16	9
CC(C)(C)c1ccc(CSc2n[nH]c(-c3cccnc3)n2)cc1	0	10

Given with two lines to a compound: two of the compounds above
Order of values – EP2 modulator | EP2 antag
CCOc1cccc(NC(=O)C(Cc2cccc(OC)c2OC)c2nn[nH]n2)c1 (centres undefined)
 : 0 | 6
Cc1ccccc1-c1noc(C(C)NC(=O)c2cc3cccc(C)c3nc2C)n1 (centres undefined)
 : -96 | 9

Next results:
SMILES	EP2 modulator	EP2 antag
Cc1ccc(C)c2c(N)c3c(nc12)CCCC3 (tested in a mixture with another compound)	-97	21
Cc1ccc(-c2nnn(CC(=O)N(C3CCCC3)C(C(=O)NC3CCCC3)c3cccs3)n2)o1 (centres undefined)	14	26
CCN(Cc1ccccc1)C(c1cc2c(C)cc(C)cc2[nH]c1=O)c1nnnn1CC1CCCO1 (centres undefined)	32	6
Cc1noc(NC(=O)Nc2ccccc2F)c1C#N	-24	11
Nc1ccccc1CCCC(=O)O	107*	12
CCOC(=O)CSc1nc2c(c(=O)n(CC)c(=O)n2C)n1C	-47	4
CCOC(=O)Cn1nnnc1CN(Cc1cc2cc(C)cc(C)c2[nH]c1=O)CC1CCCO1 (centres undefined)	11	13
COc1ccc(C(=O)[C@H](Br)[C@H](Br)C(=O)O)cc1	-16	42*
NC(=O)c1nsc(C(=O)N(c2ccc(F)cc2)C(C(=O)NC2CCCC2)c2ccncc2)c1N (centres undefined)	-16	25
O=C1Nc2ccccc2[C@]1(O)Cc1ccccn1	7	9
c1ccc(CCn2nnnc2C(c2cccs2)N2CCN(C3CCCCC3)CC2)cc1 (centres undefined)	4	14
CC(=O)Nc1ccc(-c2nc3ccc(Cl)cc3[nH]2)cc1	-64	8
CCCn1c(SCC(=O)Nc2ccc(OC)cc2)nnc1-c1cccnc1	3	0
COc1ccc(C(=O)N2CCC(n3nnc4ccccc4c3=O)CC2)cc1OC	-9	5
C#CCNc1nc(C(C)C)nc2c1nnn2Cc1ccccc1	27	12
Cc1ccc2cc(CN(CCCO)C(=S)Nc3ccc(F)cc3)c(=O)[nH]c2c1	-47	17
Cc1nnc(SCC(=O)Nc2nc(C(C)(C)C)cs2)[nH]c1=O	-63	14
CC(=O)Nc1ccc(C(=O)CSc2nnc3c(C)cc4cc(C)cc(C)c4n23)cc1	-5	12
COc1ccc(CNC(=O)CN2C(=O)c3cccc4cccc2c34)cc1	-56	7
CC(NC(=O)c1ccc(Cl)cc1)c1nnc(SCC(=O)NC2CCCCC2)n1C (centres undefined)	-1	8
COc1cc(C2C(C#N)=C(N)Oc3n[nH]c(C)c32)ccc1OCC(=O)Nc1ccccc1C (centres undefined)	-89	7
COc1cc(OC)cc(-c2nc(-c3cc4ccc(C)cc4[nH]c3=O)no2)c1	-21	9
COCCNC(=O)C1CC(c2ccccc2O)=NO1 (centres undefined)	-18	15
Cc1ccc2cc(C(c3nnnn3CC3CCCO3)N3CCN(Cc4ccccc4)CC3)c(=O)[nH]c2c1 (centres undefined)	-30	2
CCC(CN1CCOCC1)NC(=O)C1(c2ccccc2F)CC1 (centres undefined)	-13	3
Cc1ccc2cc(CN(Cc3cccs3)C(=O)c3cccs3)c3nnnn3c2c1	14	5
COC(=O)c1c(NC(=O)c2ccc(Cl)c(Cl)c2)sc(C(=O)Nc2ccccc2OC)c1C	-17	8
CC(=O)N(Cc1cccs1)Cc1cc2cc3c(cc2[nH]c1=O)OCCO3	-17	8
CCOc1cc(/C=C\c2nc(O)c([N+](=O)[O-])c(=O)[nH]2)ccc1OCc1ccccc1F	5	19
COc1ccc(S(=O)(=O)N(Cc2cccs2)Cc2cc3cc(OC)ccc3[nH]c2=O)cc1	-93	27
CC(C)(C)SCCNC(=O)CN1C(=O)c2cccc3cccc1c23	-22	9
COc1cc(C(=O)N/C(=C/c2ccco2)C(=O)Nc2ccc(C)cc2)cc(OC)c1OC	6	22
Cn1c(=O)[nH]c(=O)c2c1nc(NC1CCCC1)n2Cc1ccccc1	21	9
O=C(COc1ccc(S(=O)(=O)NC2CCCC2)cc1)N1CCCC1	16	14
COc1ccccc1N1CCN(C(c2ccccc2)c2nnnn2C2CCCCC2)CC1 (centres undefined)	16	10
NC(=O)C1CCN(C(=O)c2cc(-c3ccc(Cl)cc3Cl)on2)CC1	-57	9
COc1ccccc1N(CC(=O)NC1CCCC1)C(=O)Cn1nnc(-c2ccc(C)cc2)n1	-32	14
Cc1cccc2cc(CN(Cc3ccco3)C(=S)NC3CCCCC3)c(=O)[nH]c12	45	10
CCCNC(=O)CSc1nnc2c3cc(OCC)ccc3n(C)c2n1	-11	7
CC(NCCCN(C)C)C(=O)N1CCCCCCC1 (centres undefined)	1	6
Cc1cc2cc(CN(Cc3cccs3)S(=O)(=O)c3ccc(Cl)cc3)c(=O)[nH]c2cc1C	-109	6
Cc1c(Cl)cccc1N(CC(=O)Nc1ccc2c(c1)OCCO2)S(C)(=O)=O	-60	8
CCOc1cc(C2C(C#N)=C(N)OC3=C2C(=O)CCC3)ccc1OCc1ccccc1C#N (centres undefined)	-46	5
NC(=O)C1CCN(Cc2nnnn2Cc2ccccc2)CC1	25	19
Cc1cc(C)nc(Nc2cccc(C(=O)O)c2)n1	9	6
COc1ccc(NC(=O)C2CCN(c3nc(C)cc(C)n3)CC2)c(OC)c1	-39	11
Cc1ccc(NC(=O)CSc2nnc(NC(=O)C3CCC3)s2)cc1Cl	-6	15
COc1ccc2ccccc2c1/C=C\c1nc(O)c([N+](=O)[O-])c(=O)[nH]1	19	11
Cc1sc2ccccc2[n+]1CCC(=O)O	12	8
COc1ccc(C(=O)Nc2ccc3oc(=O)ccc3c2)cc1OC	-25	6
CN(CC(=O)N1CCCCC1)S(=O)(=O)c1cc(Cl)ccc1Cl	-39	8
Cn1c(=O)[nH]c(=O)c2c1nc(N1CCCC1)n2Cc1cccc2ccccc12	7	12
CCCn1c2ccc(F)cc2c2n[nH]c(=S)nc21	-30	10
COc1cc(C(=O)Nc2cc(-c3nn4c(C)nnc4s3)ccc2C)cc(OC)c1OC	12	9
Cc1ccccc1-c1nnc(SCC(N)=O)n1C	-20	10
COc1ccc(CNC(=O)[C@H]2C=CCN2C(=O)C2CC2)cc1	-23	1
Cc1cc2cc3c(cc2nc1SCC(=O)N1CCCCC1C)OCCO3 (centres undefined)	-57	16
O=C(Nc1cccc2ccccc12)C1CCN(C(=O)c2cccc(Cl)c2)CC1	-52	12
CCn1c(COc2ccc(Cl)c(C)c2)nnc1SCC(=O)OC	-59	12
O=C(NC1CCCCC1)N1CCC(c2nc3c(nnn3Cc3ccc(F)cc3)c(=O)[nH]2)CC1	-21	6
(list continues)
SMILES	EP2 modulator	EP2 antag
Cc1cc(=O)[nH]c2c1c(=O)[nH]n2C1CCCCC1	5	15
COc1ccc(NC(=O)N(Cc2ccccc2)Cc2cc3cc(OC)c(OC)cc3[nH]c2=O)cc1	-22	10
CN(C)c1cccc(C(=O)N2CCc3nc(N4CCCC4)[nH]c(=O)c3C2)c1	-32	6
COc1cc(NC(=O)CSc2ncnc3c2cnn3-c2ccc(C)cc2)cc(OC)c1	-39	10
COc1ccc(-c2ocnc2C(=O)NCCc2cccc(F)c2)cc1OC	-35	4
CN(C(=O)/C(=C/c1ccco1)NC(=O)c1ccccc1)C1CCCCC1	58	23
O=C(O)CC1(C(=O)O)CCCCC1	24	8
CNC(=S)N(CCO)Cc1cc2c(C)cc(C)cc2[nH]c1=O	-39	10
CCC(=O)Nc1ccc(NC(=O)c2ccc([N+](=O)[O-])o2)cc1	-129	68*
C=CCc1cc(CN2CCC(C(=O)c3cccnc3)CC2)cc(OC)c1OC	72*	8
COc1cc(C)c(-c2csc(NC(=O)C3(C)CCCO3)n2)cc1C (centres undefined)	-62	6
Cc1nnc(NC(=O)CSc2nnc(COc3cccc(C)c3C)n2Cc2ccco2)s1	-7	11

In the list so far, 16 contain a Cl atom.
SMILES	EP2 modulator	EP2 antag
Cc1ccc(N(CC(=O)N2CCCCC2)S(C)(=O)=O)cc1Cl	-23	10
N#Cc1c(NC(=O)COC(=O)c2ccc(Cl)cc2)sc2c1CCC2	-19	9
CS(=O)(=O)N1CCN(c2ncnc3c(-c4ccc(Cl)cc4)nsc23)CC1	-36	13
Cc1ccnc(NS(=O)(=O)c2ccc(NC(=O)c3cc(Cl)ccc3Cl)cc2)n1	-45	10
CN1CCN(C2Cc3ccccc3Sc3ccc(Cl)cc32)CC1 (centres undefined)	-3	16
Cc1cc2c(cc3c(=O)n(CC(=O)NCCc4ccccc4Cl)nc(C)n32)o1	-31	7
CC(=O)Nc1ccc(-c2nc3ccc(Cl)cc3[nH]2)cc1	-64	8
CC(NC(=O)c1ccc(Cl)cc1)c1nnc(SCC(=O)NC2CCCCC2)n1C (centres undefined)	-1	8
COC(=O)c1c(NC(=O)c2ccc(Cl)c(Cl)c2)sc(C(=O)Nc2ccccc2OC)c1C	-17	8
NC(=O)C1CCN(C(=O)c2cc(-c3ccc(Cl)cc3Cl)on2)CC1	-57	9
Cc1cc2cc(CN(Cc3cccs3)S(=O)(=O)c3ccc(Cl)cc3)c(=O)[nH]c2cc1C	-109	6
Cc1c(Cl)cccc1N(CC(=O)Nc1ccc2c(c1)OCCO2)S(C)(=O)=O	-60	8
Cc1ccc(NC(=O)CSc2nnc(NC(=O)C3CCC3)s2)cc1Cl	-6	15
CN(CC(=O)N1CCCCC1)S(=O)(=O)c1cc(Cl)ccc1Cl	-39	8
O=C(Nc1cccc2ccccc12)C1CCN(C(=O)c2cccc(Cl)c2)CC1	-52	12
CCn1c(COc2ccc(Cl)c(C)c2)nnc1SCC(=O)OC	-59	12

Screening data as filed in PubChem.
